Screening data from PubChem BioAssay.
Shn3 3UTR inh = reduces Shn3 3'UTR luciferase signal in osteoblasts. Clone20 osteoblast Shn3 3'UTR firefly luciferase, 24 h. actives 0.52% (n = 360,000). inhibition, % at 12.5 µM. AID 588674;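 active = mean inhibition of at least 75% with every replicate also reaching 75%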;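 note: 0% = median of neutral control wells and 100% = pilot-screen positive control compound; some compounds past the cut are filed as inactive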
NR2E3 ag-1 = NR2E3 (human) agonism; Q9Y5X4; GST-NR2E3/biotin-RetCOR TR-FRET, 1536-well; inhibition of corepressor binding, % at 4.78 µM; actives 0.12% (n = 320,000); AID 2300;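 active = percent inhibition above the cutoff of mean plus 3 SD of all tested compounds, set per screening campaign, cut at about 20% in these data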;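 note: 0% = DMSO wells and 100% = biotin wells as full block of FRET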
Target sequence (Q9Y5X4 whole entry, looked up): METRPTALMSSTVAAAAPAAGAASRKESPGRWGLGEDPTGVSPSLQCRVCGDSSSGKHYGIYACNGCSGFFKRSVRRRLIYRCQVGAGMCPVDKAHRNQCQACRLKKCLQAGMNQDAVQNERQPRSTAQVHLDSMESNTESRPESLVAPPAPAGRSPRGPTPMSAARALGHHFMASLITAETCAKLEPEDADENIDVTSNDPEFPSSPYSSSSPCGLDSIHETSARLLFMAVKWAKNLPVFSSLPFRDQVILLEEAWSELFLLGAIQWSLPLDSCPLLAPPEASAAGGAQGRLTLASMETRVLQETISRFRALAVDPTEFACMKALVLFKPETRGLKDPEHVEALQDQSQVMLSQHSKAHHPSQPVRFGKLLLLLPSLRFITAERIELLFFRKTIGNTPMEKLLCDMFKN
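Material: NR2E3–RetCOR corepressor complex / Amount: 1.35 nM GST-NR2E3 / Medium: Tris pH 7.5 / Compound: single nominal compound dose of 4.8 µM / Incubation: 5 h at 4 °C / Technique: TR-FRET, Eu(K)-anti-GST donor, streptavidin-D2 acceptor, ex 340, em 617/671 nm / Read-out basis: percent loss of FRET ratio relative to control wells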
NR2E3 ag-2 = agonists of human NR2E3 nuclear receptor. CHO-S Gal4-NCOR/VP16-NR2E3 two-hybrid, luciferase. actives 0.35% (n = 360,000). AID 602229. inhibition of corepressor binding, % at 3.98 µM. Q9Y5X4;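 active = inhibition above the mean of all tested compounds plus 3 SD, cut at about 70% in these data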;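 note: 0% = DMSO with NR2E3 transfected cells and 100% = cells lacking NR2E3 construct; higher means lower luciferase signal from less NR2E3 corepressor binding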
KKLEB tox = reduces viability of KKLEB cystic fibrosis airway cells; KKLEB CF airway cells viability, ATPlite luminescence, overnight; stronger effect = lower value; cells stimulated with P. aeruginosa culture filtrate; activity change (cytotoxicity), % at 5 µM; actives 0.36% (n = 360,000); AID 602141;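 active = corrected activity change at or below -50% at 5 µM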
CF NFkB block = inhibitors of cystic fibrosis induced NF-kB | KKLEB NF-kB-GFP reporter, PAF-induced, GFP fluorescence overnight | inhibition, % at 5 µM | actives 0.86% (n = 360,000);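 active = at least 50% inhibition at 5 µM, scaled per plate between neutral and stimulator controls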;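 note: PAF is a Pseudomonas aeruginosa culture filtrate used as stimulus; plate controls were PAF-stimulated DMSO wells for no effect and unstimulated DMSO wells for full effect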
HIF-2a block = HIF-2a inhibition. actives 0.72% (n = 360,000). AID 624352. 786-0 RCC cells HIF-2a reporter, luciferase luminescence, overnight. inhibition, % at 18.8 µM;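 active = inhibition of the luminescence signal of 40% or more relative to plate controls, in a single-dose primary screen at 18.75 µM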
TRPM1 prom inh = reduces MITF-dependent TRPM1 promoter luciferase signal; inhibition, % at 12.5 µM; SK-MEL-5 TRPM1 promoter luciferase, 24 h; actives 0.83% (n = 330,000); AID 488899;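 active = mean inhibition across replicates of 60% or more, whatever share of single replicates reaches that level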; note: values of inactives mirror those of a sister screen read the other way
aDG glyco act = alpha-DG glycosylation activation | Pro5-aDG cells, alpha-DG glycosylation AlphaScreen (IIH6); 0% Pro5, 100% B10-LARGE cell signal | activation, % at 10 µM | actives 0.22% (n = 360,000) | AID 624168;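 active = activation of at least 8% versus controls, or a plate z-score of at least 8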;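 note: Pro5 are CHO cells carrying HIG-tagged alpha-DG that lacks glycosylation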
Peg3 prom inh = reduces Peg3 promoter-driven luciferase expression in HeLa; HeLa PEG-Prom luciferase reporter, luminescence, overnight; inhibition, % at 20 µM; actives 1.7% (n = 360,000); AID 588405;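 active = inhibition of at least 50% at 20 µM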
TWEAK Fn14 block = inhibitors of TWEAK-Fn14 interaction signaling | TWEAK-stimulated Fn14 reporter cells, luciferase luminescence, 8 h | inhibition, % at 10 µM | actives 2% (n = 360,000) | AID 1159606; in the data active = inhibition above about 50%
hiPSC survival = enhancers of human iPSC single-cell survival | actives 0.044% (n = 360,000) | hiPSC single-cell survival, ATPlite luminescence; 100% = ROCK inhibitor wells, 0% = DMSO | survival enhancement, % at 20 µM; in the data active = survival enhancement above about 18%;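 note: cells exposed to compounds for 16 hours before the ATP read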
* = called active by the depositor; nt = no result given.

SMILES	Shn3 3UTR inh	NR2E3 ag-1	NR2E3 ag-2	KKLEB tox	CF NFkB block	HIF-2a block	TRPM1 prom inh	aDG glyco act	Peg3 prom inh	TWEAK Fn14 block	hiPSC survival
O=C(c1cc(-c2cccc(O)c2)on1)N1CCOCC1	-18	6	-116	-8	8	-118	nt	0.0	-164	50	-2.0
Cc1cc(O)ccc1NC(=O)CCN1C(=O)c2ccc([N+](=O)[O-])cc2C1=O	-7	-2	16	0	6	11	2	-0.2	9	-9	-2.0
CC(C)n1nnnc1C1c2ccccc2C(=O)N1CCc1ccc(O)cc1 (stereo not drawn)	nt	nt	-18	nt	nt	6	nt	0.0	nt	13	-0.3
COc1ccc(-c2csc(NC(=O)c3ccc(OCC(=O)N4CCOCC4)c(OC)c3)n2)cc1OC	16	3	-26	-7	-7	15	57	-1.0	92*	81*	-0.2
CC(=O)N1CCc2c(sc(NC(=O)C3CCCN3S(=O)(=O)c3cccs3)c2C#N)C1 (stereo not drawn)	10	1	-31	-8	-25	2	3	0.0	3	5	-0.3
CC(C)C[C@H](NC(=O)NC1CCCc2ccccc21)C(=O)O (stereo partly drawn)	-1	0	-18	7	-8	11	-8	0.0	-1	-12	-0.1
Cc1ccc(CN2CCSCC2)c(C)c1	9	2	-45	-1	-6	18	10	-0.2	0	3	0.5
O=C(NN1C(=O)/C(=C/c2cccs2)SC1=S)c1ccncc1	-10	-4	-26	1	2	-7	-11	-0.2	-4	-14	1.5
CC1(C(=O)Nc2cccc(OC(F)(F)F)c2)Cc2c(-c3ccc(C(N)=O)cc3)ccnc2O1 (stereo not drawn)	34	nt	-42	-9	0	31	nt	0.3	39	-41	-1.7
NS(=O)(=O)c1ccc(Sc2ccc3c(c2)CCC3)nc1	9	3	8	17	-6	17	8	0.0	-6	5	-0.3
CN(C)c1ccnc2sc3c(NCC(O)CO)ncnc3c12 (stereo not drawn)	3	3	-28	-2	16	12	-1	-0.3	5	-6	0.7
CN(Cc1ccc(C(C)(C)C)cc1)C(=O)c1ccc2c(c1)OCO2	9	nt	14	2	12	7	-2	-0.1	12	-17	-0.2
O=C(O)c1cccnc1SC1CC(=O)N(c2cccc(C(F)(F)F)c2)C1=O (stereo not drawn)	9	3	-21	8	-14	5	-7	0.3	5	3	-0.6
O=C1C(c2ccccc2)=[N+]([O-])c2ccccc21	57	-8	-7	3	22	-75	-8	3.7	88*	18	-2.5
O=C(Cc1cccc(F)c1)N1CCOCC1	-8	nt	10	10	-22	25	5	0.0	5	1	-0.2
C=COCCNC(=O)C(=O)NC(C)C	3	1	-16	-7	13	11	-9	0.0	10	-2	0.4
O=C(NC1CCc2ccccc21)c1cc(COc2ccc(F)cc2F)on1 (stereo not drawn)	3	4	-19	-10	-8	-29	8	-0.1	-3	16	3.0
O=C(COc1ccc(C(=S)N2CCOCC2)cc1)N1CCCC1	-9	-6	-32	-1	6	2	2	-0.2	-9	-6	-2.4
COc1ccc(N2CC(C)Cn3c2nc2c3c(=O)[nH]c(=O)n2C)cc1 (stereo not drawn)	-26	-3	-17	1	-3	17	-4	0.0	7	-8	4.6
CCCn1c(N)c(C(=S)NC(=O)C2CC2)c(=O)n(C)c1=O	23	nt	15	-5	0	18	4	0.0	25	1	2.0
Cn1c(Cn2c(=O)sc3ccccc32)nnc1SCC(=O)Nc1ccccc1	-4	2	-3	-7	2	6	12	0.0	2	9	-2.4
CC(C)C1Cc2c(sc3c2c(=O)n(Cc2ccccc2)c2nncn32)CO1 (stereo not drawn)	13	0	4	-17	3	20	4	0.4	11	10	2.1
COc1ccc([N+](=O)[O-])cc1NC(=O)C(C)N1CCN(C(=O)c2ccco2)CC1 (stereo not drawn)	-26	1	-20	-12	-2	1	-3	0.2	6	-16	0.2
CC(C)c1ccc(CNc2cc(N3CCCC3)ccc2[N+](=O)[O-])cc1	41	4	-18	2	-4	8	-7	0.2	16	4	1.9
CCOc1ccc(-n2c(SCC(=O)Nc3cc(C)on3)nc3c([nH]c4ccccc43)c2=O)cc1	16	3	0	-5	17	4	-8	0.3	-8	-16	0.4
CCC(=O)Nc1cccc(Oc2nc(C)cc(C)c2C#N)c1	-13	3	-5	-5	9	-2	3	0.2	11	-17	1.0
O=C1/C(=C\c2ccncc2)SC(=S)N1C1CCCCC1	21	-6	19	-11	1	11	7	-0.2	8	11	-0.6
CCn1c(=O)cc(OCC(=O)Nc2cccnc2)c2ccccc21	-21	2	-33	7	-2	-5	-3	-0.2	1	-18	1.8
O=C(O)c1nc(NCCc2ccccc2)ncc1Cl	-6	2	-13	7	12	5	-2	0.1	-8	10	0.8
CC(C)c1ccc(C2CC(=O)N3CN(Cc4ccco4)CSC3=C2C#N)cc1 (stereo not drawn)	-9	-1	-14	-1	-5	9	-8	0.0	-9	2	-0.5
CSc1cccc(NC(=O)Nc2ccccc2C(N)=O)c1	-6	1	-5	-3	-2	-18	2	0.1	-2	-15	0.5
CCC(c1nnnn1CCc1ccccc1)N(Cc1ccco1)Cc1cc2cc(C)cc(C)c2[nH]c1=O (stereo not drawn)	37	2	-12	6	-1	11	4	0.6	15	8	1.2
CC(=O)N1c2c(cc(Br)cc2S(=O)(=O)NCc2cccnc2)CC1C (stereo not drawn)	-7	5	15	5	8	4	-7	0.3	11	2	6.0
O=C(Nc1ccc(N2CCN(Cc3ccccc3F)CC2)cc1)c1ccccc1[N+](=O)[O-]	21	2	17	-2	-13	19	7	-0.1	11	8	-0.8
COc1ccc(NC(C)=O)cc1NC(=O)c1cccc(S(=O)(=O)N2CCN(Cc3ccccc3)CC2)c1	4	-3	0	7	16	-1	-16	-0.1	2	-19	-0.5
Brc1cnc(N2CCOCC2)nc1N1CCCCC1	-31	-1	-5	9	0	14	5	-0.1	0	-6	-1.4
O=C(CSc1nnc(-c2ccncc2)n1CCc1ccccc1)NCc1ccccc1	-3	-2	-13	3	-7	4	8	-0.2	7	-11	1.9
CC(c1ccccc1)n1ccnc1CO (stereo not drawn)	-17	nt	-17	-3	6	5	nt	0.1	10	14	0.0
COc1ccc(-c2nc3c(Cl)cc(C(F)(F)F)cn3c2Cc2cccc(Cl)c2)cc1OC	nt	nt	-41	nt	nt	-12	nt	0.4	nt	9	-0.3
CC(c1ccccc1)N1C(=O)C2C3CCC(C3)C2C1=O (stereo not drawn)	15	1	1	10	-6	14	8	-0.1	15	-2	1.8
COc1cc2c(cc1OC)C(c1ccc(-c3ccc(Cl)cc3Cl)o1)=NCC2	18	-1	-15	-31	6	-4	22	0.2	45	50*	-3.0
C=C1CCC2[C@](C)(CO)[C@H](O)CC[C@@]2(C)[C@@H]1/C=C/C1=CCOC1=O (stereo partly drawn)	9	-2	-14	0	3	5	4	-0.3	13	4	2.6
CC(C)NC(=O)Cn1c(=O)n(CC(=O)N2CCCCC2)c(=O)c2sccc21	-17	1	4	1	-4	11	8	-0.8	11	12	-0.1
CCOC(=O)C1CCN(S(=O)(=O)c2ccc3c(c2)CC(=O)N3C)CC1	-6	5	4	6	-13	7	24	0.2	-7	-9	-0.5
N#C/C(=C\c1ccc(Br)s1)C(=O)N1CCN(c2ccccc2)CC1	4	-2	8	-11	14	15	4	0.2	29	10	6.4
COc1ccc(-c2nnc(SCC(=O)N3CCCC(C)C3)o2)c(OC)c1 (stereo not drawn)	10	-2	0	0	-6	-7	3	0.1	-11	-18	-1.0
O=C(c1ccccc1)c1cc2c(cc1[N+](=O)[O-])OCCO2	-2	0	-26	-11	5	-51	nt	-0.4	-23	7	-1.0
COc1cccc(COc2ccc3ccc(=O)oc3c2)c1	-77	1	-95	-5	-4	-244	-56	0.2	-342	-61	-0.6
Cc1ccc(-n2nc3c(c2NC(=O)c2cccs2)CS(=O)(=O)C3)c(C)c1	-10	5	-11	2	4	11	-2	-0.1	11	9	0.6
COc1ccc(Nc2nc(C)cc(C)c2C#N)cc1	6	6	1	2	7	14	1	0.5	17	-4	4.1
O=C(NCC1CCCO1)c1cccnc1NCc1ccc(F)cc1 (stereo not drawn)	17	-1	0	-3	-3	12	-4	-0.1	15	-20	-0.1
CC1(C(=O)NS(=O)(=O)c2cccs2)CCN1C(=O)CC1CC1 (stereo not drawn)	-9	nt	15	-1	-2	10	nt	-0.1	1	-13	3.1
COC(=O)c1c(C)cc(O)cc1O	-21	-1	-7	-9	-2	9	nt	0.1	0	-11	2.7
CN(C)c1nnnn1-c1ccc(Cl)cc1Cl	4	5	-1	-2	5	5	0	-0.2	6	5	0.2
O=C(NC(CC(=O)N1CCCC(C(F)(F)F)C1)c1ccccc1)c1ccccc1Cl (stereo not drawn)	-4	0	-14	-6	9	12	-2	0.2	9	12	-0.3
O=c1onc(-c2ccccc2)c2ccccc12	-4	4	-25	-2	5	11	-1	-0.1	-7	-11	-0.7
CCCN(C(=O)c1ccc2c(SCC(=O)O)c3c(nc2c1)CCC3)c1cccc(C)c1	-22	7	3	-1	16	15	9	0.2	8	-2	-0.5
O=c1[nH]nc(-c2ccc(OCc3ccc(Cl)cc3Cl)cc2)o1	6	-4	-1	3	4	-10	-8	0.2	-23	-26	-0.4
Cc1ccc(CSCC(=O)Nc2ccc(F)cc2)cc1	13	-1	-1	2	4	-47	-1	-0.2	-38	7	-2.4
CCn1c(SCc2ccccc2Cl)nc2nc3c(cc2c1=O)CCCC3	-3	nt	-20	-24	-7	14	1	0.3	32	22	0.2
O=C1Nc2ccccc2/C1=N\N1CCOCC1	nt	-6	4	6	-2	3	17	-0.2	3	-5	-0.6
CCCCS(=O)c1c(O)c2ccccc2[nH]c1=O (stereo not drawn)	1	0	9	-1	-11	12	-3	0.0	17	1	0.8
Cn1c(C(=O)N2CCCC(C(=O)NCCc3ccccc3)C2)cc2sccc21 (stereo not drawn)	1	1	-22	-4	8	-78	-3	1.0	-12	-8	-0.3
